PGE2 EP2 inh = EP2 receptor (human) inhibition; P43116; C6 glioma cells expressing human EP2, cAMP TR-FRET; cells stimulated with saturating PGE2; inhibition, % at 25 µM; hit rate 0.52% among 260,000;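 active = percent inhibition above 40 after rounding to a whole number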;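 also: rat C6 glioma host cells with rolipram phosphodiesterase inhibitor present; the protocol text gives 20 µM as final concentration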
Target sequence (P43116 whole entry, looked up): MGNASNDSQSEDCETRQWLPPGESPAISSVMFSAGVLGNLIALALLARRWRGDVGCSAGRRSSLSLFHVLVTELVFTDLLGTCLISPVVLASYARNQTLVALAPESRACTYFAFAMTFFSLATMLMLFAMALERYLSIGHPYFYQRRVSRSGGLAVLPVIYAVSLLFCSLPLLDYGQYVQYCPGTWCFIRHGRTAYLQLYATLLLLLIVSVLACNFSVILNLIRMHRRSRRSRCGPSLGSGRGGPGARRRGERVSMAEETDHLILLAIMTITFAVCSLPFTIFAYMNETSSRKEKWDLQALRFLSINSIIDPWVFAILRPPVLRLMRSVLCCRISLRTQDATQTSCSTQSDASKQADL
EP2 modulator = EP2 receptor (human) modulation | EP2-expressing cells, cAMP HTRF FRET, PGE2 co-stimulation | induction, % at 25 µM | hit rate 0.83% among 260,000 | AID 940;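 active = compounds whose cAMP rise, as percent of the full-agonist control response, exceeds 60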;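 also: rat C6 glioma line stably carrying human EP2 under a CMV promoter; the protocol text gives 20 µM as final concentration; 100% = response of wells given 1 µM PGE2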
* = called active by the depositor. Some of the compounds tested; the hit share may differ from the screen's.

Screening C=CC1CN(C(=O)OCC(Cl)(Cl)Cl)C2CC3c4ccc(OC)cc4NC3C3CC1C2CO3 (centres undefined) returned PGE2 EP2 inh 13.
COc1ccccc1Nc1nc(NCCO)nc(N2CCCC2)n1 was read as PGE2 EP2 inh 9.
COc1ccc([C@H]2/C=C\CN(C(=O)c3ccccc3)[C@@H](C)C(=O)N2Cc2ccc(F)cc2)cc1 was read as PGE2 EP2 inh 20.
Screening COC(=O)C1=C(C)N(CCCC(=O)O)C(=O)NC1c1cccc2ccccc12 (centres undefined) returned PGE2 EP2 inh 16.
COCCN1C(=O)N[C@@H](c2ccco2)C(C(=O)OC)=C1C was read as PGE2 EP2 inh 2.
For COC(C[C@@H]1O[C@H]1C(=O)COCc1ccccc1)OC the results were PGE2 EP2 inh 7.
Screening Cc1ccc(CNC(=O)c2cc(-c3ccccc3)nn2CC2CC(c3cccc([N+](=O)[O-])c3)=NO2)cc1 (centres undefined) returned PGE2 EP2 inh 13.
`CCO[C@@H]1OC(C(=O)NCc2nc3ccccc3[nH]2)=C[C@H](C(C)(C)C)[C@H]1CCCO` gave PGE2 EP2 inh 13.
Screening O=C(NCc1ccc(OC(F)(F)F)cc1)C1CC(c2ccc(C(F)(F)F)cc2)=NO1 (centres undefined) returned PGE2 EP2 inh 9.
`COc1ccc([C@@H]2COc3c(ccc4c3C=CC(C)(C)O4)C2)c(OC)c1` gave PGE2 EP2 inh 16.
`CC(=O)OC1C([N+]2(C)CCCCC2)C[C@H]2C3CC[C@H]4C[C@H](OC(C)=O)C([N+]5(C)CCCCC5)CC4(C)[C@H]3CCC12C` (some centres undefined) gave PGE2 EP2 inh 11.
`COC(=O)c1ccc2ccccc2n1` gave PGE2 EP2 inh 15.
c1ccc(-c2ccc3sccc3n2)cc1 was read as PGE2 EP2 inh 2.
`CCc1cc(Cl)c(OC)c(C(=O)NC[C@@H]2CCCN2CC)c1O` gave PGE2 EP2 inh 14.
For CC1(C(=O)NCCCNc2ncc(C(F)(F)F)cc2Cl)C=CC2(CCCCC2)N1C(=O)c1ccccc1 (centres undefined) the results were PGE2 EP2 inh -3.
Screening O=C(NCCF)C1Nc2ccc(OC(F)(F)F)cc2C2C=CCC12 (centres undefined) returned PGE2 EP2 inh 8.
`CCC(=O)OC1(C)C(=O)C=C2C=C(c3ccc(C#N)cc3)OC=C2C1=O` (centres undefined) gave PGE2 EP2 inh 9.
COc1cccc(CN2C(=O)[C@H]3Cc4c([nH]c5ccccc45)C(C)(C)N3C2=O)c1 was read as PGE2 EP2 inh 7.
N#CCc1c(C#N)c(N)nc(N2CCCC2)c1C#N was read as PGE2 EP2 inh 4.
`CC(C)CC(CO)N1CCN(C(=O)c2ccc(Cl)c(Cl)c2)CCC1=O` (centres undefined) gave PGE2 EP2 inh 13.
For O=C1c2ccccc2S(=O)(=O)c2cc(C(=O)N3CCN(c4ccc(Cl)cn4)CC3)ccc21 the results were PGE2 EP2 inh 28.
`O=c1[nH]c(N2CCOCC2)cc2ccccc12` gave PGE2 EP2 inh 12.
For O=S1(=O)CCOC[C@H](Cc2ccccc2)N1Cc1ccc(Cl)cc1 the results were PGE2 EP2 inh 12.
`CCN1C(=O)N[C@@H](c2cccc(C(F)(F)F)c2)[C@@H](C(=O)OC)[C@H]1C` gave PGE2 EP2 inh 4.
`COc1cccc(SCc2noc(C(=O)NCCCN3CCOCC3)c2C(=O)NCCCN2CCOCC2)c1` gave PGE2 EP2 inh 10.
CCOC(=O)C[C@H]1c2cc(C(F)(F)F)ccc2S(=O)(=O)N1Cc1ccccc1 was read as PGE2 EP2 inh 15.
CC(C)(C)[C@H]1C=C(C(=O)Nc2ccccc2)O[C@@H](OCCCCO)C1 was read as PGE2 EP2 inh 4.
`COC(C[C@@H]1O[C@@H]1C(=O)[C@H](C)OCc1ccccc1)OC` gave PGE2 EP2 inh 8.
For O=C(NCc1nc2ccccc2[nH]1)C1=C[C@H](c2coc3ccccc3c2=O)C[C@H](OCCCCO)O1 the results were PGE2 EP2 inh 7.
For Nc1c(Cl)cc(-c2csc(NC(CO)c3nc4ccccc4n3CCOCCO)n2)cc1Cl (centres undefined) the results were PGE2 EP2 inh 5.
For O=C(NCc1ccccc1)c1onc(CSc2ccc(F)cc2)c1C(=O)NCc1ccccc1 the results were PGE2 EP2 inh 5.
COC(=O)CNC(=O)c1ccccc1 was read as PGE2 EP2 inh 7.
`CC1(OC(=O)c2ccco2)C(=O)C=C2C=C(c3ccsc3)OC=C2C1=O` (centres undefined) gave PGE2 EP2 inh 17.
Screening CCCCCCCCN1[C@@H](CC(=O)OC)c2cc(C(F)(F)F)ccc2S1(=O)=O returned PGE2 EP2 inh 13.
OCC[C@H]1C[C@H](O)[C@@H](O)[C@]2(CCCO2)O1 was read as PGE2 EP2 inh 18.
`CCN1C(=O)N[C@@H](c2ccccc2)[C@@H](C(=O)OC)[C@H]1C` gave PGE2 EP2 inh -4.
`CCC/C=C1/CCCOC(C(=O)NCCNCCO)(C(F)(F)F)C1` (centres undefined) gave PGE2 EP2 inh 13.
Screening Fc1cccc(F)c1-c1nc2c(s1)CCc1onc(-c3ccc(Br)cc3)c1-2 returned PGE2 EP2 inh 19.
`O=C(NCc1cc(C(F)(F)F)cc(C(F)(F)F)c1)C1CC(c2ccc(C(F)(F)F)cc2)=NO1` (centres undefined) gave PGE2 EP2 inh 15.
`CC1(C)CC(=O)C=C(c2cccnc2)C1` gave PGE2 EP2 inh 15.
For Cn1c(N)c(S(=O)(=O)NCc2ccccc2)c(=O)n(C)c1=O the results were PGE2 EP2 inh 2.
Screening COC(=O)C1=C(C(=O)OC)[C@@H]2N(C)c3ccc(OC)cc3[C@@]23C[C@@H](C(=O)OC)N(C(=O)NC2CCCCC2)C3=N1 returned PGE2 EP2 inh -1.
`CC(C)(C)OC(=O)NCCCC1=CC2=CC(=O)C(C)(O)C(=O)C2=CO1` (centres undefined) gave PGE2 EP2 inh 21.
For C/C=C1\COC(C(=O)NCCCN2CCCC2=O)(C(F)(F)F)C=C1C=C(C)C (centres undefined) the results were PGE2 EP2 inh 6.
CCCNC(=O)C1(CC2CC(c3ccccc3)=NO2)CCNCC1 (centres undefined) was read as PGE2 EP2 inh 12.
`CC1=C(/C=C/C(C)=C/C=C/C(C)=C/C=C/C=C(C)/C=C/C=C(C)/C=C/C2=C(C)CCCC2(C)C)C(C)(C)CCC1` gave PGE2 EP2 inh 15.
For O=C(NCc1ccccc1)C1(C(F)(F)F)CC(CCCO)CCCO1 (centres undefined) the results were PGE2 EP2 inh -4.
COC(=O)[C@@H]1C[C@]2(Br)c3ccccc3N(S(=O)(=O)c3ccccc3)[C@@H]2N1C(=O)OC was read as PGE2 EP2 inh 19.
C=C1CCN([C@@H](Cc2ccccc2)C(=O)Nc2ccc(OC)cc2)S(=O)(=O)c2ccccc21 was read as PGE2 EP2 inh 9.
COc1cc(O)cc2c1[C@@H]1Oc3c(ccc(O)c3CC=C(C)C)[C@@H]1CO2 was read as PGE2 EP2 inh 15.
OCCNc1nc(Nc2ccccc2Oc2ccccc2)nc(N2CCCC2)n1 was read as PGE2 EP2 inh 5.
`CS(=O)(=O)N1CCN(c2ccc(NC(=O)c3ccc(Cl)c(Cl)c3)cc2)CC1` gave PGE2 EP2 inh 13 and EP2 modulator 8.
`CCCn1c(SCC(=O)Nc2ccc(Cl)cc2)nc2c1c(=O)n(C)c(=O)n2C` gave PGE2 EP2 inh 7 and EP2 modulator -10.
`Cc1ccc(C)c2[nH]c(=O)c(CN(C(=O)Nc3ccccc3)C3CCCCC3)cc12` gave PGE2 EP2 inh 15 and EP2 modulator -17.
`CCc1cccc(N(C(=O)c2csnn2)C(C(=O)NC(C)(C)CC)c2cccs2)c1` (centres undefined) gave PGE2 EP2 inh 1 and EP2 modulator 37.
For COc1cccc(-c2nc(-c3ccc(Cl)cc3)no2)c1OC the results were PGE2 EP2 inh 14 and EP2 modulator -9.
For OCCCNCc1ccccn1 the results were PGE2 EP2 inh 14 and EP2 modulator 45.
For COc1ccccc1NC(=O)C1=C(C)Nc2ncnn2C1c1cccc2ccccc12 (centres undefined) the results were PGE2 EP2 inh 16 and EP2 modulator -7.
CN(C)CCN(Cc1ccncc1)Cc1cc(F)ccc1F was read as PGE2 EP2 inh 3 and EP2 modulator -21.
Screening O=C(Nc1cccc2ccccc12)c1ccc([N+](=O)[O-])o1 returned PGE2 EP2 inh 22 and EP2 modulator -119.
O=C(COc1ccccc1F)N1CCCc2ccccc21 was read as PGE2 EP2 inh 7 and EP2 modulator -22.
For Cc1ccc(NC(=O)CSc2nnc(-c3ccncc3)n2C2CCCCC2)c(C)c1 the results were PGE2 EP2 inh 16 and EP2 modulator -18.
Screening CN(C)c1ncc(C(=O)N2CCc3onc(-c4ccccc4F)c3C2)cn1 returned PGE2 EP2 inh 6 and EP2 modulator -43.
For COc1cc(NC(=O)c2cccs2)c(OC)cc1NC(=O)Cc1ccccc1 the results were PGE2 EP2 inh 11 and EP2 modulator -22.
Screening CC(C)(CSc1ncccn1)NS(=O)(=O)c1ccc(Cl)cc1 returned PGE2 EP2 inh 9 and EP2 modulator 16.
Screening c1cncc(CSc2nnc3c4ccccc4nc(C4CCCCC4)n23)c1 returned PGE2 EP2 inh 9 and EP2 modulator 65*.
O=C1NC(=O)N(c2ccc3c(c2)OCO3)C(=O)/C1=C/c1ccc(O)c(Cl)c1 was read as PGE2 EP2 inh 12 and EP2 modulator -16.
C#CCN1C(=O)C2C(C(=O)NC)C3C=CC2(O3)C1C(=O)NCc1ccc(F)cc1 (centres undefined) was read as PGE2 EP2 inh 12 and EP2 modulator 3.
`COc1ccc(Cl)cc1NC(=O)c1c(NCc2ccncc2)sc2c1CCC2` gave PGE2 EP2 inh 9 and EP2 modulator 56.
Screening CCn1c(=O)oc2cc(S(=O)(=O)NCCc3c(C)noc3C)c(Cl)cc21 returned PGE2 EP2 inh 2 and EP2 modulator -59.
OC(Cc1ccccc1)(Cc1ccccc1)c1ccccc1 was read as PGE2 EP2 inh 9 and EP2 modulator 59.
`CCOC(=O)c1sc(NC(=O)C2=CC(=O)c3ccccc3C2=O)nc1C` gave PGE2 EP2 inh 7 and EP2 modulator -17.
Screening CCN(CC)C(=O)CSc1nnc(-c2ccc(Br)cc2)n1C returned PGE2 EP2 inh 5 and EP2 modulator -8.
Screening O=C(NCCc1ccccc1)c1cc2nc(-c3ccco3)cc(C(F)(F)F)n2n1 returned PGE2 EP2 inh 5 and EP2 modulator 36.
Screening CC[C@@H](Cn1nc(-c2cccs2)oc1=O)NC(=O)C1CCN(S(C)(=O)=O)CC1 returned PGE2 EP2 inh 9 and EP2 modulator 0.
Screening O=C(Nc1ccc(N2CCN(C(=O)c3ccco3)CC2)cc1)c1ccc(Cl)cc1 returned PGE2 EP2 inh 4 and EP2 modulator 11.
COC(=O)CCC(C)[C@H]1CCC2C3C(C[C@H](O)[C@@]21C)[C@@]1(C)CC[C@@H](O)C[C@H]1C[C@H]3O (some centres undefined) was read as PGE2 EP2 inh 14 and EP2 modulator 33.
Screening CC1CCN(C(=O)Nc2cccc3ccccc23)CC1 returned PGE2 EP2 inh 9 and EP2 modulator -9.
`CCC(C)(C)NC(=O)CN(C(=O)CCC(=O)Nc1nccs1)c1cccc(F)c1` gave PGE2 EP2 inh 10 and EP2 modulator -8.
`COc1cccc(CNC(=O)CN2C(=O)[C@@H]3CCCN3C(=O)c3ccccc32)c1` gave PGE2 EP2 inh 5 and EP2 modulator 8.
Screening Nc1nc(SC/C=C/C2CCCCC2)c2[nH]cnc2n1 returned PGE2 EP2 inh 15 and EP2 modulator -15.
O=S(=O)(c1ccccc1F)N1CCC(c2nc(-c3ccncc3)n[nH]2)CC1 was read as PGE2 EP2 inh 8 and EP2 modulator -1.
Screening COC(=O)c1c(NC(=O)C2Nc3ccccc3NC2=O)sc2c1CCCC2 (centres undefined) returned PGE2 EP2 inh 9 and EP2 modulator 26.
For CCOc1ccc(C(=O)Nc2nc(C)cc(C)n2)cc1OCC the results were PGE2 EP2 inh 7 and EP2 modulator -28.
`Cc1cccc2cc(CN(C(=O)c3ccc(F)cc3)C3CCCC3)c(=O)[nH]c12` gave PGE2 EP2 inh 6 and EP2 modulator 9.
For Cc1cc(C)c(S(=O)(=O)N(Cc2cccs2)Cc2cc3cccc(C)c3[nH]c2=O)c(C)c1 the results were PGE2 EP2 inh 10 and EP2 modulator 13.

No new results follow: entries from further up.
Screening C=CC1CN(C(=O)OCC(Cl)(Cl)Cl)C2CC3c4ccc(OC)cc4NC3C3CC1C2CO3 (centres undefined) returned PGE2 EP2 inh 13.
COc1ccccc1Nc1nc(NCCO)nc(N2CCCC2)n1 was read as PGE2 EP2 inh 9.
COc1ccc([C@H]2/C=C\CN(C(=O)c3ccccc3)[C@@H](C)C(=O)N2Cc2ccc(F)cc2)cc1 was read as PGE2 EP2 inh 20.
Screening COC(=O)C1=C(C)N(CCCC(=O)O)C(=O)NC1c1cccc2ccccc12 (centres undefined) returned PGE2 EP2 inh 16.
COCCN1C(=O)N[C@@H](c2ccco2)C(C(=O)OC)=C1C was read as PGE2 EP2 inh 2.
For COC(C[C@@H]1O[C@H]1C(=O)COCc1ccccc1)OC the results were PGE2 EP2 inh 7.
Screening Cc1ccc(CNC(=O)c2cc(-c3ccccc3)nn2CC2CC(c3cccc([N+](=O)[O-])c3)=NO2)cc1 (centres undefined) returned PGE2 EP2 inh 13.
`CCO[C@@H]1OC(C(=O)NCc2nc3ccccc3[nH]2)=C[C@H](C(C)(C)C)[C@H]1CCCO` gave PGE2 EP2 inh 13.
Screening O=C(NCc1ccc(OC(F)(F)F)cc1)C1CC(c2ccc(C(F)(F)F)cc2)=NO1 (centres undefined) returned PGE2 EP2 inh 9.
`COc1ccc([C@@H]2COc3c(ccc4c3C=CC(C)(C)O4)C2)c(OC)c1` gave PGE2 EP2 inh 16.
`CC(=O)OC1C([N+]2(C)CCCCC2)C[C@H]2C3CC[C@H]4C[C@H](OC(C)=O)C([N+]5(C)CCCCC5)CC4(C)[C@H]3CCC12C` (some centres undefined) gave PGE2 EP2 inh 11.
`COC(=O)c1ccc2ccccc2n1` gave PGE2 EP2 inh 15.
